Bioassay records (PubChem BioAssay)
Exocytosis inh – lytic granule exocytosis inhibition; TALL-104 LAMP-1 surface exposure, flow cytometry; cells stimulated with thapsigargin and PMA; inhibition, % at 10 µM; actives 0.66% (n = 360,000); AID 651702;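 active means inhibition above about 55%, limit read from the data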
TLR9-MyD88 inh – inhibitors of human TLR9-MyD88 binding; CHO BLA complementation TLR9-MyD88, CCF4 FRET ratio; inhibition, % at 4.98 µM; actives 0.21% (n = 340,000);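 active means inhibition above the mean over all tested compounds plus 3 SD, cut at about 21% in these data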;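 further: 0% = DMSO only wells and 100% = clavulanate BLA inhibitor control wells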
Target sequence (Q99836 whole entry, looked up): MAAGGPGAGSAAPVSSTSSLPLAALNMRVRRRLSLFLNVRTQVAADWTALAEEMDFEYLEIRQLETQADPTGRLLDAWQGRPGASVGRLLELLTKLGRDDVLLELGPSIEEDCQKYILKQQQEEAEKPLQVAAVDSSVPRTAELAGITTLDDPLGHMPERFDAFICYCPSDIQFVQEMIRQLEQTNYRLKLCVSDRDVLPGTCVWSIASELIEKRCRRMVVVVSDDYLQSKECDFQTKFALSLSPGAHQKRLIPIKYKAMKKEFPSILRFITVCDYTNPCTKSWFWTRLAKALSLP
Target sequence (Q9NR96 whole entry, looked up): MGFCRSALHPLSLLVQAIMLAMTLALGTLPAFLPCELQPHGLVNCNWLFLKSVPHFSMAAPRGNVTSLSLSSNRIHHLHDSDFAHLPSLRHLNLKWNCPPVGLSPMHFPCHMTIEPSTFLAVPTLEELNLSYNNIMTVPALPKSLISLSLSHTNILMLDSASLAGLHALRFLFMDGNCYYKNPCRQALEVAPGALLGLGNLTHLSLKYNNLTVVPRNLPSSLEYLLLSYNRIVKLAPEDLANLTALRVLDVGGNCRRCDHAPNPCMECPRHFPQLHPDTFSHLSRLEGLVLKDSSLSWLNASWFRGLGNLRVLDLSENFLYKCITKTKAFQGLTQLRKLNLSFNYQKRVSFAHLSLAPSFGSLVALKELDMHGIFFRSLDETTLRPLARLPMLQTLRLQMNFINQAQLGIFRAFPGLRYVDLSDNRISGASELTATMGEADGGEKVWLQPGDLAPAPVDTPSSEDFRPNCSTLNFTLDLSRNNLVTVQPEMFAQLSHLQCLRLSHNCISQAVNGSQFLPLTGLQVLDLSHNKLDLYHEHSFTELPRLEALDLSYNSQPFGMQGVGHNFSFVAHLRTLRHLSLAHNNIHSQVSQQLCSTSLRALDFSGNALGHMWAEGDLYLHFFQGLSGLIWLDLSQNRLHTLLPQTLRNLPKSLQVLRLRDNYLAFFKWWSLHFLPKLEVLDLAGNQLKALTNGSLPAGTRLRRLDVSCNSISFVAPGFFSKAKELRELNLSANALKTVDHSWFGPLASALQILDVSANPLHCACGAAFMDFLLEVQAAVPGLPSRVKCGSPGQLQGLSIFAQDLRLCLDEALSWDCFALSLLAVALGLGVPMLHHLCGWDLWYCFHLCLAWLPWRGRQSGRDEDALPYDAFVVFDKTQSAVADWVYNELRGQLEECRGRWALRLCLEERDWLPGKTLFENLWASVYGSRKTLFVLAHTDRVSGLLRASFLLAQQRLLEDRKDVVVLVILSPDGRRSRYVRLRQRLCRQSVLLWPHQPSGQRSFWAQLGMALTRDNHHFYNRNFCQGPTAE
SRC3 inh – inhibits human SRC3 coactivator; actives 0.17% (n = 360,000); inhibition, % at 3.6 µM; HEK293 GAL4-SRC3 luciferase reporter, luminescence; Q9Y6Q9;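 active means inhibition above a per-campaign cutoff, the mean of all compounds plus 3 SD, cut at about 60% in these data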;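 further: 0% = DMSO-treated cells and 100% = gossypol-treated cells at 36 µM; higher means less SRC3-driven luciferase light from the GAL4 reporter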
TROY signal inh – blocks TROY-dependent signaling in reporter cells; actives 0.98% (n = 360,000); Q293 LMP1-TROYcd NF-kB luciferase reporter, 4 h; AID 1347056; inhibition, % at 10 µM;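 active means compounds whose plate-normalised and pattern-corrected inhibition of the luciferase reporter signal at the single screening dose is 50% or more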
TWEAK Fn14 block – blocks TWEAK-Fn14 interaction in a reporter cell assay; inhibition, % at 10 µM; TWEAK-stimulated Fn14 reporter cells, luciferase luminescence, 8 h; actives 2% (n = 360,000); AID 1159606; in the data active means inhibition above about 50%
ABHD5-PLIN5 inh – blocks binding of human ABHD5 to perilipin-5. Q00G26+Q8WTS1. Split G. princeps luciferase complementation, luminescence, 4 h. inhibition, % at 4 µM. actives 0.78% (n = 360,000). AID 602281;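 active means inhibition above the mean inhibition across every tested compound plus 3 SD, cut at about 22% in these data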;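 further: 0% = DMSO only wells and the 100% control is not disclosed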
COUP-TFII inh – inhibitors of human COUP-TFII (NR2F2); P24468; HEK293T NGFI-A luciferase reporter, luminescence; inhibition, % at 8.6 µM; actives 0.7% (n = 370,000); AID 686940;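 active means inhibition above a per-plate cutoff, mean inhibition of test wells between control levels plus 3 SD, cut at about 38% in these data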;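 further: cells cotransfected with COUP-TFII expression vector driving the NGFI-A reporter; 0% = median of COUP-TF2 test wells and 100% = reporter-only cells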
NOD2-RIPK2 inh – blocks binding of human NOD2 to RIPK2; AID 624267; actives 0.38% (n = 360,000); CHO BLA complementation NOD2-RIPK2, CCF4 ratio; O43353; inhibition, % at 4.98 µM; in the data active means inhibition above about 21%;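 further: 0% = vehicle only and 100% = reference blocker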
NCOA1 inh – human NCOA1 inhibition. Q15788. HEK293 GAL4-SRC1 luciferase reporter, luminescence. inhibition, % at 3.6 µM. actives 0.12% (n = 360,000). AID 588354;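 active means inhibition above the campaign mean plus 3 SD, with each screening campaign given its own cutoff, cut at about 60% in these data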;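 further: 0% = DMSO treated cells and 100% = gossypol at 36 µM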
LRH-1 inv ag – inverse agonists of human LRH-1 (NR5A2); actives 0.13% (n = 360,000); O00482; HEK293T StAR-luciferase reporter, LRH-1 transfected, 24 h; inhibition, % at 3.6 µM;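 active means inhibition above the mean inhibition of all tested compounds plus 3 SD, cut at about 73% in these data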;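 further: 0% = DMSO wells and 100% = reporter-only cells lacking LRH-1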
SRC2 inh – human SRC2 (NCOA2) inhibition | Q15596 | inhibition, % at 9 µM | actives 0.17% (n = 370,000) | HEK293 GAL4-SRC2 luciferase reporter, luminescence;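 active means inhibition above the mean inhibition of all tested compounds plus 3 SD, set per campaign, cut at about 52% in these data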;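 further: 0% = DMSO treated cells and 100% = cells given Gossypol at 36 µM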
An asterisk follows results filed as active; / = not tested or not shown. A portion of the library; rates above refer to the full screens.

SMILES	Exocytosis inh	TLR9-MyD88 inh	SRC3 inh	TROY signal inh	TWEAK Fn14 block	ABHD5-PLIN5 inh	COUP-TFII inh	NOD2-RIPK2 inh	NCOA1 inh	LRH-1 inv ag	SRC2 inh
Cc1c(CN2CCC(C(=O)Nc3cccc(-c4cccc(Cl)c4)c3)CC2)cnn1C	16	5	2	-6	-5	11	-24	13	9	8	-10
O=C(C[N+]1(CC#Cc2ccccc2)CCCCC1)c1ccc(Cl)cc1	25	-7	22	-13	-1	6	15	-9	7	31	23
Cc1ccc(Oc2ncc(CN3CCOCC3)s2)cc1	1	4	-15	-43	-8	-1	-21	-2	-39	-43	-37
O=C1NC(c2ccccc2)=C(c2ccc3ccccc3n2)C(c2ccncc2)N1 (stereo not given)	0	2	5	-3	-7	-4	-15	-5	0	28	-21
COc1ccccc1OCC(=O)N/N=C(\C)c1ccc2ccccc2c1	10	9	-19	-35	-3	10	5	-5	8	-11	-21
C[C@H](CO)N1C[C@H](C)[C@@H](CN(C)C(=O)NC2CCCCC2)Oc2c(NC(=O)C3CCCCC3)cccc2C1=O	0	12	-25	-21	-5	-10	3	-8	-5	2	-2
C[C@@H]1CN([C@@H](C)CO)C(=O)c2cc(NC(=O)C3CC3)ccc2O[C@H]1CN(C)C	7	-5	0	-13	14	14	-8	-8	-7	17	1
CCN1CCN(C(=O)c2nn(-c3ccccc3)c(=O)c3ccccc23)CC1	-2	-3	12	3	8	-1	-3	-8	-6	19	-3
O=[N+]([O-])c1ccc2cc[nH]c2c1	-1	-17	-14	-5	4	-32	4	1	-9	-2	-7
CC(NS(=O)(=O)c1ccccc1)C(c1cccs1)N1CCN(c2ccccc2)CC1 (stereo not given)	11	-4	9	19	14	-7	14	-12	5	12	9
COC(=O)c1cc(NC(C)=O)ccc1N1CCOCC1	-3	6	17	9	2	3	-8	-10	3	-9	10
CCn1c(SCC(=O)N2CCC(C)CC2)nc2c(c1=O)SC(C)C2 (stereo not given)	0	-2	-21	14	6	-13	-7	-3	3	2	-11
Cc1ccc(-n2nc(C)c(/C=N/n3c(C)n[nH]c3=S)c2Cl)cc1	-4	-7	14	-28	-20	-4	-1	-2	0	-2	22
c1ccc(CSc2ccc(-c3cccs3)nn2)nc1	-1	-4	-52	-47	-5	8	-18	2	-78	-94	-75
CC(=O)Nc1ccc(C(=O)N2CCCCC2c2cc(C(=O)NC(C)C)no2)cc1 (stereo not given)	-4	/	-9	-13	10	-1	-7	4	4	-5	-17

Single records, as listed above:
O=C1NC(c2ccccc2)=C(c2ccc3ccccc3n2)C(c2ccncc2)N1 (stereo not given) is entered as Exocytosis inh = 0; TLR9-MyD88 inh = 2; SRC3 inh = 5; TROY signal inh = -3; TWEAK Fn14 block = -7; ABHD5-PLIN5 inh = -4; COUP-TFII inh = -15; NOD2-RIPK2 inh = -5; NCOA1 inh = 0; LRH-1 inv ag = 28; SRC2 inh = -21
O=[N+]([O-])c1ccc2cc[nH]c2c1 is entered as Exocytosis inh = -1; TLR9-MyD88 inh = -17; SRC3 inh = -14; TROY signal inh = -5; TWEAK Fn14 block = 4; ABHD5-PLIN5 inh = -32; COUP-TFII inh = 4; NOD2-RIPK2 inh = 1; NCOA1 inh = -9; LRH-1 inv ag = -2; SRC2 inh = -7

Additional compounds.
SMILES	Exocytosis inh	TLR9-MyD88 inh	SRC3 inh	TROY signal inh	TWEAK Fn14 block	ABHD5-PLIN5 inh	COUP-TFII inh	NOD2-RIPK2 inh	NCOA1 inh	LRH-1 inv ag	SRC2 inh
O=C(NCCCCCCNC(=O)OCCO)OCCO	-1	-9	17	16	-3	0	-3	-11	2	-18	14
Cc1cc2ccccn2c1C(=O)c1cc([N+](=O)[O-])cc([N+](=O)[O-])c1	-2	0	1	16	-4	10	17	-5	6	-11	20
Cc1c(NC(=O)COC(=O)c2ncc(Cl)c(Cl)c2Cl)c(=O)n(-c2ccccc2)n1C	-3	1	8	-5	1	-2	-2	6	-2	10	-17
CSc1nsc(N/N=C/c2ccccc2)c1C#N	0	-3	-27	-16	-7	0	-31	-5	-61	-18	-13
O=C(NCc1ccco1)/C(=C/c1ccccc1F)NC(=O)c1ccccc1	-3	14	-11	5	-14	6	3	8	-5	3	1
CNC1(c2nnnn2-c2c(C)cccc2C)CCOC(C)(C)C1 (stereo not given)	-3	3	16	11	-3	2	16	8	-5	-7	-14
CCOC(=O)CNc1nc(C(C)(C)C)nc2c1nnn2Cc1ccccc1Cl	1	0	20	9	31	-11	8	-12	-6	-24	-2
Cc1ccc(C2=NN(CCC(=O)NCc3ccc4c(c3)OCO4)C(=O)CC2)cc1	9	10	9	-9	-7	6	15	-3	-5	4	4
COCCN(C(=O)c1cc(S(=O)(=O)N2CCCCC2)ccc1Cl)c1c(N)n(CC(C)C)c(=O)[nH]c1=O	-6	1	4	13	-7	-4	-13	-8	-17	17	-19
O=c1c(C(c2ccc(Cl)cc2)c2c(O)nc3n(c2=O)CCCS3)c(O)nc2n1CCCS2	-1	3	16	8	-2	1	5	4	-3	17	0
COc1cc(OC)cc(-c2c(C#Cc3ccsc3)c3cc(-c4ccc(OC)c(OC)c4)ccc3n2C)c1	-4	4	-5	-10	-38	-14	16	-2	-30	12	5
CCN1CCN(C(=O)c2ccc3c(c2)N(Cc2ccccc2)C(=O)c2ccccc2S3=O)CC1 (stereo not given)	2	-1	14	-14	-5	2	4	1	-34	8	-24
O=C(COC(=O)CCC1CCCC1)NCc1ccc(Cl)cc1	-4	4	14	5	8	0	2	-2	-21	18	6
CCCCN(C(=O)COC(=O)c1nc2nc(C)cc(C)n2n1)C1CCS(=O)(=O)C1 (stereo not given)	-4	-2	-5	-8	11	-2	-8	-7	-4	-7	6
O=C(Nc1ccc(F)cc1)Nn1cnnc1	-9	-1	-9	-34	-2	2	14	3	-6	5	8
COC(=O)C[C@H](NC(=O)Cn1cnc2c(OCc3ccccc3)ncnc21)C(=O)OC	2	-12	11	-15	18	5	-18	1	-36	-9	-11
O=C(c1cccc(-n2cccc2)c1)N1CCN(S(=O)(=O)c2ccccc2)CC1	4	-12	15	6	8	3	-1	-3	18	2	-29
CC1(C(=O)NS(=O)(=O)c2cccc(Cl)c2)CCN1C(=O)c1cccc2ccccc12 (stereo not given)	8	/	2	0	3	-10	-4	-5	-3	2	1
NC(=O)c1ccsc1NC(=O)CCS(=O)(=O)c1ccc(Cl)cc1	-4	-8	-3	-3	-9	2	-16	-5	-9	-8	-3
CN(CC1COc2ccccc2O1)C(=S)Nc1ccccc1F (stereo not given)	-10	-9	-8	-36	-32	3	-7	-1	5	-18	11
COc1cccc(CN2CCN(C(=O)c3cccc4ccccc34)CC2)c1	1	10	12	4	-24	5	17	-1	12	6	7
CC(C)(C)OC(=O)N/N=C/c1ccc(Br)cc1	2	-4	-89	-68	1	0	-46	-2	-84	-120	-59
CCn1nnc(-c2ccccc2NC(=O)c2cc(OC)cc(OC)c2)n1	22	-2	8	-10	4	-9	-3	-7	14	6	-24
O=C(NCCCN1CCCC1=O)c1nnc(Cc2c(F)cccc2Cl)o1	0	-13	0	9	-6	-3	10	-3	-6	-3	-12
CCCCc1ccc(-c2nc(-c3ccncc3)no2)cc1	-1	-6	-50	-30	33	-9	-33	4	-53	-68	-90
CC(C)NC(=O)CCS(=O)(=O)c1cccc2nonc12	-4	-2	6	-15	-7	-3	2	-9	3	-3	1
CC(C)(C)C(=O)Cn1c(=O)n(-c2ccc(F)cc2F)c(=O)c2sccc21	2	-2	23	15	-20	0	3	8	-1	8	-32
O=C(NC1=NCCS1)C1CCCCC1	0	-6	8	-9	5	3	6	3	-16	17	-22
Cc1ccccc1NC(=O)CSc1nc2n(n1)CCCCC2	2	4	3	11	0	1	1	-6	1	11	-10
O=C(CCC(=O)c1ccc(F)cc1)NC1CCCN(Cc2ccccc2F)C1 (stereo not given)	2	-4	-7	-4	-3	5	11	1	10	22	20

Already shown: eleven of the compounds above.
SMILES	Exocytosis inh	TLR9-MyD88 inh	SRC3 inh	TROY signal inh	TWEAK Fn14 block	ABHD5-PLIN5 inh	COUP-TFII inh	NOD2-RIPK2 inh	NCOA1 inh	LRH-1 inv ag	SRC2 inh
CN(CC1COc2ccccc2O1)C(=S)Nc1ccccc1F (stereo not given)	-10	-9	-8	-36	-32	3	-7	-1	5	-18	11
COc1cccc(CN2CCN(C(=O)c3cccc4ccccc34)CC2)c1	1	10	12	4	-24	5	17	-1	12	6	7
CC(C)(C)OC(=O)N/N=C/c1ccc(Br)cc1	2	-4	-89	-68	1	0	-46	-2	-84	-120	-59
CCn1nnc(-c2ccccc2NC(=O)c2cc(OC)cc(OC)c2)n1	22	-2	8	-10	4	-9	-3	-7	14	6	-24
O=C(NCCCN1CCCC1=O)c1nnc(Cc2c(F)cccc2Cl)o1	0	-13	0	9	-6	-3	10	-3	-6	-3	-12
CCCCc1ccc(-c2nc(-c3ccncc3)no2)cc1	-1	-6	-50	-30	33	-9	-33	4	-53	-68	-90
CC(C)NC(=O)CCS(=O)(=O)c1cccc2nonc12	-4	-2	6	-15	-7	-3	2	-9	3	-3	1
CC(C)(C)C(=O)Cn1c(=O)n(-c2ccc(F)cc2F)c(=O)c2sccc21	2	-2	23	15	-20	0	3	8	-1	8	-32
O=C(NC1=NCCS1)C1CCCCC1	0	-6	8	-9	5	3	6	3	-16	17	-22
Cc1ccccc1NC(=O)CSc1nc2n(n1)CCCCC2	2	4	3	11	0	1	1	-6	1	11	-10
O=C(CCC(=O)c1ccc(F)cc1)NC1CCCN(Cc2ccccc2F)C1 (stereo not given)	2	-4	-7	-4	-3	5	11	1	10	22	20

Next section:
SMILES	Exocytosis inh	TLR9-MyD88 inh	SRC3 inh	TROY signal inh	TWEAK Fn14 block	ABHD5-PLIN5 inh	COUP-TFII inh	NOD2-RIPK2 inh	NCOA1 inh	LRH-1 inv ag	SRC2 inh
COc1cc(C)c(Br)cc1S(=O)(=O)N1CCCC1	-1	1	13	9	2	-5	7	2	-16	-11	-16
CCN(CC)c1ccc(/C=N/Nc2nc3ccccc3[nH]2)c(O)c1	5	-5	31	55*	53*	-11	-5	8	45	-31	16
COc1ccc(N2C(=O)CC(NCc3ccc(F)cc3)C2=O)cc1 (stereo not given)	5	3	2	-12	-1	5	-22	1	-18	-1	12
CCOC(=O)C1=C(COC(=O)c2cccnc2SC)NC(=O)NC1C (stereo not given)	6	-9	-20	-2	-16	5	-11	-15	-14	15	3
O=C(NCC(=O)N1CCN(Cc2ccccc2)CC1)c1ccc(Br)o1	1	3	-8	-14	-14	3	-15	-1	-6	-9	28
CC1(C)C2CCC1(C)C(NC(=O)/C=C/c1ccccc1)C2 (stereo not given)	2	-2	-12	-39	-10	-5	5	-2	6	-15	7
CC1(C)CC(=O)C(C=NCCO)=C(O)C1	-5	-2	0	-25	9	3	6	0	13	5	-1
Cc1ccc(-n2cc(-c3ccccc3)c3c(N4CCN(C)CC4)ncnc32)cc1	69*	2	10	6	2	24*	12	0	7	0	15
